Assay outcomes as filed in PubChem BioAssay.
TcdB GH inh: inhibitors of Clostridioides difficile toxin B glycohydrolase. P18177. TcdB glycohydrolase enzymatic assay, plate reader. inhibition, % at 9.99 µM. 350,000 tested, 0.24% active. AID 652162; in the data active means inhibition above about 10%
Target sequence (P18177 whole entry, looked up): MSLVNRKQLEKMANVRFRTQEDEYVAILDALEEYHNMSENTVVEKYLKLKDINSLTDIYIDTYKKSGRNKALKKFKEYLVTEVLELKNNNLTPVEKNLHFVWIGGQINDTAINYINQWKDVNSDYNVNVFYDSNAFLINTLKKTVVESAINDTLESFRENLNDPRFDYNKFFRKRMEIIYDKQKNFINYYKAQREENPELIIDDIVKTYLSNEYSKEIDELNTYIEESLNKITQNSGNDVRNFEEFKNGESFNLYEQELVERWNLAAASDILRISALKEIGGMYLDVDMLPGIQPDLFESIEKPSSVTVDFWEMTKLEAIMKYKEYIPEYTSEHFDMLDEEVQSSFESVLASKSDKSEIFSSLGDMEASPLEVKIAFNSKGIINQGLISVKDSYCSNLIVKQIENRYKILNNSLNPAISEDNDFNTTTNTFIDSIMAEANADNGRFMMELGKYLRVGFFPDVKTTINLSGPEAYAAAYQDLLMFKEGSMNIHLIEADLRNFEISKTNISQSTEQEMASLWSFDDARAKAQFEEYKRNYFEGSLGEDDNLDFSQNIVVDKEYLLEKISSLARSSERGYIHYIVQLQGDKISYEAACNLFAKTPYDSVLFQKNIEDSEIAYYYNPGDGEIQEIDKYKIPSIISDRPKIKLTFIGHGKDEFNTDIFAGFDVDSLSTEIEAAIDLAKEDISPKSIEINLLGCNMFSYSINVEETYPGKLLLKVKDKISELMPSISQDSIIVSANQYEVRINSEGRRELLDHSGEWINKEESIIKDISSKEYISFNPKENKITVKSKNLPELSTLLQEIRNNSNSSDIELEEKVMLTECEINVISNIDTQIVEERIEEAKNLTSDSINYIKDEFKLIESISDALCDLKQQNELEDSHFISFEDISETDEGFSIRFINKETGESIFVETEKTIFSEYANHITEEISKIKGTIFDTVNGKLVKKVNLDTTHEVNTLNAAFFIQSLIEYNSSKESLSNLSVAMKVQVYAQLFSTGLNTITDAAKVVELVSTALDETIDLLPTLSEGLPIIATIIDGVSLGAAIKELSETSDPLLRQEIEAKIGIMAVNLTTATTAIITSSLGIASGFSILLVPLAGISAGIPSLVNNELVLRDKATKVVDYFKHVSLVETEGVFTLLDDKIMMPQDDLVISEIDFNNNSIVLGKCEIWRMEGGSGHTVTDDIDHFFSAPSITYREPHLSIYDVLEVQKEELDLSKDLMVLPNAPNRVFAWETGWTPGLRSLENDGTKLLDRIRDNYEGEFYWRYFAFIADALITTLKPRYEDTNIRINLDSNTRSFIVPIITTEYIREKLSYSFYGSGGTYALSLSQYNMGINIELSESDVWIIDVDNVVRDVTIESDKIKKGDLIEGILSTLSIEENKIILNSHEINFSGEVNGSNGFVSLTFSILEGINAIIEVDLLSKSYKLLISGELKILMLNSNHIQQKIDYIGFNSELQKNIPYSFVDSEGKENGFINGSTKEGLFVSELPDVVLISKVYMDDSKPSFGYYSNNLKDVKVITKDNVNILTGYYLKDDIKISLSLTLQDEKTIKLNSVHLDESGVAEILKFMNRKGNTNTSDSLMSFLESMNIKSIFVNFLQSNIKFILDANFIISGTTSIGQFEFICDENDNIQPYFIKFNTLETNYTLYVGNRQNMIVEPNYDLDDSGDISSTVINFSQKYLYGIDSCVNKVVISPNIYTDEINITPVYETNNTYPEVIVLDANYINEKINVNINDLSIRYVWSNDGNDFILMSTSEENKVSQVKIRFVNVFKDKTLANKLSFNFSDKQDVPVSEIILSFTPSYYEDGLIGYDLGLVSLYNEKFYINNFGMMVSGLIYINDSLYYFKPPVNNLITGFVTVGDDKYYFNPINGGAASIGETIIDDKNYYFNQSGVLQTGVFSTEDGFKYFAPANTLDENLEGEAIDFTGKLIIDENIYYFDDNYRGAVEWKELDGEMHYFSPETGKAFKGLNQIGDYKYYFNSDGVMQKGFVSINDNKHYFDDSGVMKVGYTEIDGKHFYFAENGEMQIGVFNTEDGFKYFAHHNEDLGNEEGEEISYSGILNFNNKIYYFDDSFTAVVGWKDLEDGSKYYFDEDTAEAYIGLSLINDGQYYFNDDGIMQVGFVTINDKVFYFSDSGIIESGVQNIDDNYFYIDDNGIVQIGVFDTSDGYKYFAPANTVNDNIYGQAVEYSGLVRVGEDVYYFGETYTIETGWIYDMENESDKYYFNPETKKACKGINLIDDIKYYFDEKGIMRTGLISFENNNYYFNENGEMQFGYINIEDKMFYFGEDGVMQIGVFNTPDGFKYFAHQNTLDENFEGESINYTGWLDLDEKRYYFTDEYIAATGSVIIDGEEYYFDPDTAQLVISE
The depositor's hits bear a star. Some of the compounds tested; count on the stated rates, not on these rows.

# | mol | TcdB GH inh
1 | C[C@H]1CCCCO[C@@H](CN(C)S(=O)(=O)c2ccccc2)[C@@H](C)CN([C@@H](C)CO)C(=O)c2cc(NC(=O)Cc3ccccc3)ccc2O1 | -8.1
2 | COC(=O)C[C@H]1CC[C@@H](NS(=O)(=O)c2ccc(OC)cc2)[C@H](CO)O1 | 0.3
3 | COc1ccccc1NC(=O)N1CCCCN2[C@H](C1)[C@H](c1ccc(-c3cccc(C)c3)cc1)[C@@H]2CO | -0.2
4 | COc1cccc(CNC(=O)C[C@@H]2CC[C@@H](NC(=O)C3CCOCC3)[C@H](CO)O2)c1 | 0.5
5 | CCNC(=O)[C@@H]1[C@@H](CO)[C@@H]2Cn3c(ccc(-c4ccccc4F)c3=O)[C@H]1N2C(=O)CC | 0.0
6 | CCCC#Cc1ccc2c(c1)O[C@H](CN(C)C)[C@H](C)CN([C@H](C)CO)S2(=O)=O | 0.1
7 | C[C@H](CO)N1C[C@H](C)[C@H](CN(C)C(=O)Nc2cccc(F)c2)OCc2ccccc2-c2c(n(C)c3ccccc23)C1=O | 1.5
8 | O=C(C[C@H]1CC[C@@H](NC(=O)Nc2ccccc2F)[C@H](CO)O1)NCc1ccc(F)cc1 | -0.3
9 | CC=Cc1ccc2n(c1=O)C[C@@H]1[C@@H](CO)[C@H](C(=O)NCC3CC3)N(Cc3nccs3)[C@H]21 (mixture of isomers) | 0.6
10 | O=C(Nc1ccc2c(c1)OCO2)N[C@H]1CC[C@H](CCNC(=O)C2CCCC2)O[C@@H]1CO | -9.4
11 | CS(=O)(=O)N1[C@H](C(=O)NCCc2ccncc2)[C@@H](CO)[C@@H]2Cn3c(ccc(C4=CCCC4)c3=O)[C@@H]21 | 0.3
12 | CC(C)CC#Cc1ccc2c(c1)O[C@@H](CN(C)C(=O)Cc1ccccc1)[C@H](C)CN([C@H](C)CO)S2(=O)=O | -1.4
13 | O=C(C1CC1)N1CC(=O)N2[C@H](CO)[C@@H](c3ccc(Br)cc3)[C@@H]2C1 | 1.2
14 | C[C@H](CO)N1C[C@H](C)[C@H](CN(C)S(=O)(=O)c2ccccc2)Oc2ccc(NC(=O)Nc3ccc4c(c3)OCO4)cc2C1=O | 0.8
15 | COCC#Cc1ccc2c(c1)O[C@@H](CN(C)C(=O)NC(C)C)[C@H](C)CN([C@H](C)CO)S2(=O)=O | -0.7
16 | CN(C)C(=O)c1cccc(-c2ccc([C@@H]3[C@@H](C#N)N(C(=O)C4CC4)[C@H]3CO)cc2)c1 | 0.9
17 | O=C(Nc1ccc(F)cc1)N1CC(=O)N2[C@@H](CO)[C@H](c3ccc(-c4ccccc4)cc3)[C@@H]2C1 | 0.5
18 | Cc1ccc(S(=O)(=O)N(C)C[C@@H]2OCCCC[C@@H](C)Oc3ccc(NS(=O)(=O)c4cn(C)cn4)cc3C(=O)N([C@H](C)CO)C[C@H]2C)cc1 | 0.7
19 | CC(C)C#Cc1cnc2c(c1)C(=O)N([C@H](C)CO)C[C@@H](C)[C@H](CN(C)C(=O)CN1CCOCC1)O2 | 0.1
20 | CO[C@H]1CN(C)C(=O)c2ccc(NS(=O)(=O)c3ccc(Cl)cc3)cc2OC[C@@H](C)N(C(=O)NC(C)C)C[C@@H]1C | 0.0
21 | CN(C)C(=O)C[C@@H]1C=C[C@H](NC(=O)C2CC2)[C@H](CO)O1 | -0.3
22 | Cc1noc(C)c1NC(=O)Nc1ccc2c(c1)C(=O)N([C@H](C)CO)C[C@@H](C)[C@@H](CN(C)C(=O)NC1CCCCC1)OCCCC[C@H](C)O2 | -0.5
23 | O=C(NC1CCC1)[C@@H]1[C@@H](CO)[C@@H]2Cn3c(cccc3=O)[C@@H]2N1CC1CCOCC1 | 0.2
24 | N#C[C@H]1[C@@H](c2ccccc2)[C@@H](CO)N1C(=O)Cc1ccccn1 | 0.1
25 | COc1cccc(C(=O)N2C[C@@H]3[C@H](c4ccccc42)[C@H](CO)N3Cc2ccccc2F)c1 | -0.1

Among those listed so far, seven contain a halogen:
# | mol | TcdB GH inh
5 | CCNC(=O)[C@@H]1[C@@H](CO)[C@@H]2Cn3c(ccc(-c4ccccc4F)c3=O)[C@H]1N2C(=O)CC | 0.0
7 | C[C@H](CO)N1C[C@H](C)[C@H](CN(C)C(=O)Nc2cccc(F)c2)OCc2ccccc2-c2c(n(C)c3ccccc23)C1=O | 1.5
8 | O=C(C[C@H]1CC[C@@H](NC(=O)Nc2ccccc2F)[C@H](CO)O1)NCc1ccc(F)cc1 | -0.3
13 | O=C(C1CC1)N1CC(=O)N2[C@H](CO)[C@@H](c3ccc(Br)cc3)[C@@H]2C1 | 1.2
17 | O=C(Nc1ccc(F)cc1)N1CC(=O)N2[C@@H](CO)[C@H](c3ccc(-c4ccccc4)cc3)[C@@H]2C1 | 0.5
20 | CO[C@H]1CN(C)C(=O)c2ccc(NS(=O)(=O)c3ccc(Cl)cc3)cc2OC[C@@H](C)N(C(=O)NC(C)C)C[C@@H]1C | 0.0
25 | COc1cccc(C(=O)N2C[C@@H]3[C@H](c4ccccc42)[C@H](CO)N3Cc2ccccc2F)c1 | -0.1

(further entries)
# | mol | TcdB GH inh
26 | CNC(=O)C[C@H]1CC[C@@H]2[C@@H](COc3ccc(NC(=O)Nc4ccc(F)cc4)cc3C(=O)N2C)O1 | 2.3
27 | CCC(=O)N1CC2(C1)[C@@H](c1ccc(-c3ccc(C)cc3)cc1)[C@H](CO)N2S(=O)(=O)CC | 0.6
28 | C[C@H](CO)N1C[C@H](C)[C@H](CN(C)C(=O)NC2CCCC2)Oc2cc(C#Cc3ccc(F)cc3)ccc2S1(=O)=O | -0.9
29 | COCC(=O)N1[C@@H](CO)[C@@H]2c3ccccc3N(C(=O)Nc3ccccc3F)C[C@@H]21 | -0.4
30 | CC(C)C#Cc1cnc2c(c1)C(=O)N([C@H](C)CO)C[C@@H](C)[C@@H](CN(C)C(=O)Nc1ccc(F)cc1)O2 | -0.2
31 | COc1ccc(C#Cc2ccc([C@@H]3[C@@H](CO)N4C(=O)CN(C(=O)c5ccccc5)C[C@@H]34)cc2)cc1 | -6.1
32 | CN1c2ccc(-c3ccc(F)cc3)cc2[C@@H]2[C@@H](CCN2S(=O)(=O)c2cccc(F)c2)[C@H]1CO | -0.3
33 | COCC(=O)N(C)C[C@@H]1Oc2ncc(C#Cc3ccc(F)cc3)cc2C(=O)N([C@H](C)CO)C[C@@H]1C | -0.1
34 | C[C@H](CO)N1C[C@H](C)[C@@H](CN(C)C)Oc2ccc(NC(=O)NC3CCCCC3)cc2C1=O | -1.4
35 | Cc1ccc(S(=O)(=O)N(C)C[C@@H]2Oc3ccc(NC(=O)Nc4ccc(F)cc4)cc3CC(=O)N([C@H](C)CO)C[C@@H]2C)cc1 | -0.1
36 | C[C@@H]1CCCCO[C@@H](CN(C)C(=O)CCCN(C)C)[C@@H](C)CN([C@H](C)CO)C(=O)c2cc(NC(=O)Nc3ccc(F)cc3)ccc2O1 | -5.2
37 | C[C@@H]1CN([C@H](C)CO)C(=O)c2cccc(NC(=O)Nc3cccc4ccccc34)c2O[C@@H]1CN(C)C(=O)NC1CCCCC1 | -1.6
38 | Cc1ccc(-c2ccc([C@H]3[C@H](CO)N4C(=O)CN(C(=O)c5ccccc5)C[C@@H]34)cc2)cc1 | 0.4
39 | C[C@H](CO)N1C[C@H](C)[C@@H](CN(C)Cc2ccc3c(c2)OCO3)OCc2cn(nn2)CCCC1=O | 0.5
40 | C[C@@H]1CCCCO[C@@H](CN(C)C(=O)Nc2ccc3c(c2)OCO3)[C@@H](C)CN([C@@H](C)CO)C(=O)c2cc(NC(=O)Nc3ccc4c(c3)OCO4)ccc2O1 | -0.1
41 | O=C(C[C@@H]1CC[C@@H](NC(=O)C2CCOCC2)[C@@H](CO)O1)NCc1ccncc1 | 0.5
42 | CN(C)C(=O)c1cccc(-c2ccc3c(c2)[C@@H]2[C@@H](CCN2C(=O)Cc2ccccc2)[C@@H](CO)N3)c1 | -2.1
43 | OC[C@H]1[C@@H](c2ccc(-c3cccnc3)cc2)[C@@H]2CN(CC3CC3)CCCCN12 | -1.1
44 | COc1ccc(-c2cnc3c(c2)C(=O)N([C@H](C)CO)C[C@@H](C)[C@H](CN(C)C(=O)Cc2ccncc2)O3)cc1 | 0.4
45 | Cc1ccc(CN2CC(=O)N3[C@H](C2)[C@@H](c2ccc(Br)cc2)[C@@H]3CO)cc1 | 1.3
46 | CN(C)CC#Cc1ccc([C@H]2[C@H]3CN(C(=O)Nc4cc(F)ccc4F)CCCCN3[C@H]2CO)cc1 | 1.4
47 | CN(C)C(=O)C[C@@H]1C[C@@H]2c3cc(NC(=O)Nc4ccc(F)cc4)ccc3O[C@@H]2[C@H](CO)O1 | -0.6
48 | CC=Cc1ccc2n(c1=O)C[C@H]1[C@H](CO)[C@@H](C(=O)NCCC)[C@@H]2N1Cc1cccnc1 (mixture of isomers) | -1.1
49 | O=C1CCCc2cnnn2COC[C@H](Cc2ccccc2)N1 | -0.7
50 | COCC(=O)Nc1ccc2c(c1)OC[C@@H](C)N(CCc1ccccc1)C[C@H](C)[C@H](OC)CN(C)C2=O | 0.8
51 | Cc1cccc(NC(=O)Nc2ccc3c(c2)C(=O)N(C)[C@@H]2CC[C@@H](CC(=O)O)O[C@H]2CO3)c1 | 0.6
52 | CCCC(=O)Nc1ccc2c(c1)OC[C@H](C)N(Cc1ccncc1)C[C@@H](C)[C@@H](OC)CN(C)C2=O | -5.2
53 | C[C@@H]1CCCCO[C@@H](CN(C)C(=O)Nc2cccc3ccccc23)[C@@H](C)CN([C@H](C)CO)C(=O)c2cc(NC(=O)Nc3ccc(C(F)(F)F)cc3)ccc2O1 | 0.4
54 | C[C@@H]1CN([C@@H](C)CO)C(=O)c2cc(N(C)C)ccc2O[C@@H](C)CCCCO[C@H]1CN(C)Cc1ccc2c(c1)OCO2 | -11.5
55 | COCC(=O)N(C)C[C@H]1Oc2ncc(-c3ccccc3F)cc2C(=O)N([C@@H](C)CO)C[C@H]1C | -7.5
56 | CCC(=O)N[C@H]1CC[C@H](CC(=O)NCCN2CCCCC2)O[C@H]1CO | 0.1
57 | C[C@@H]1CN([C@H](C)CO)C(=O)c2cccc(NS(=O)(=O)c3cccs3)c2O[C@H]1CN(C)Cc1ccc(Oc2ccccc2)cc1 | -0.3
58 | CNC[C@H]1Oc2ccc(NS(C)(=O)=O)cc2C(=O)N([C@H](C)CO)C[C@@H]1C | -0.6
59 | C[C@H](CO)N1C[C@H](C)[C@@H](CN(C)Cc2ccc(Cl)c(Cl)c2)OCCCC[C@H](C)Oc2ccc(NC(=O)Nc3cccc4ccccc34)cc2C1=O | -5.8
60 | CC(=O)Nc1ccc2c(c1)C(=O)N(C)[C@H]1CC[C@H](CC(=O)NCc3ccccc3)O[C@H]1CO2 | -1.0
61 | C[C@H]1CN([C@@H](C)CO)C(=O)c2cc(-c3ccccc3)cnc2O[C@@H]1CN(C)C(=O)Cc1ccccc1 | 0.7
62 | CCCNC(=O)N(C)C[C@@H]1Oc2ncc(-c3ccccc3)cc2C(=O)N([C@H](C)CO)C[C@H]1C | -0.3
63 | C[C@H](NC(=O)C[C@H]1CC[C@@H](NC(=O)CN2CCOCC2)[C@@H](CO)O1)c1ccccc1 | -1.0
64 | COc1ccc(CN2[C@@H](CO)[C@@H]3c4ccccc4NC[C@@H]32)cc1 | -1.1
65 | CCCC#Cc1cnc2c(c1)C(=O)N([C@@H](C)CO)C[C@@H](C)[C@@H](CN(C)C(=O)C1CC1)O2 | -0.1
66 | C[C@H](CO)N1C[C@H](C)[C@@H](CN(C)Cc2ccncc2)Oc2ccc(NC(=O)NC3CCCCC3)cc2C1=O | -0.5
67 | CCCC#Cc1ccc2c(c1)O[C@@H](CN(C)C(=O)Nc1ccccc1F)[C@@H](C)CN([C@@H](C)CO)S2(=O)=O | 0.4
68 | COc1ccc(S(=O)(=O)N(C)C[C@@H]2Oc3ccc(NC(=O)Nc4ccccc4)cc3C(=O)N([C@H](C)CO)C[C@H]2C)cc1 | -1.3
69 | COc1ccc(S(=O)(=O)Nc2ccc3c(c2)CC(=O)N([C@@H](C)CO)C[C@@H](C)[C@@H](CN(C)S(=O)(=O)c2ccc(OC)cc2)O3)cc1 | -1.0
70 | CCCc1cn(CC[C@@H]2CC[C@H](NC(=O)C3CCOCC3)[C@H](CO)O2)nn1 | -3.5
71 | O=C(C1CCCC1)N1CC2(C1)[C@@H](c1ccccc1)[C@@H](CO)N2Cc1cncnc1 | 0.6
72 | COc1ccccc1S(=O)(=O)N[C@@H]1CC[C@@H](CC(=O)NCc2cccc(F)c2)O[C@@H]1CO | -0.2
73 | C[C@@H]1CCCCO[C@@H](CN(C)CC2CC2)[C@H](C)CN([C@H](C)CO)C(=O)c2cc(NC(=O)CCCN(C)C)ccc2O1 | -7.0
74 | C/C=C/c1ccc2c(c1)O[C@H](CN(C)C(=O)c1ccccc1F)[C@@H](C)CN([C@@H](C)CO)S2(=O)=O | 0.0
75 | C[C@H]1CN([C@@H](C)CO)C(=O)c2cc(C#Cc3ccccc3F)cnc2O[C@@H]1CN(C)C(=O)Cc1ccncc1 | -0.6

The results go on.
# | mol | TcdB GH inh
76 | C[C@@H]1CN([C@@H](C)CO)C(=O)c2cc(NC(=O)Cc3cn(C)c4ccccc34)ccc2O[C@@H]1CN(C)Cc1ccncc1 | -0.5
77 | CO[C@H]1CC[C@H]2CCN(C)C(=O)[C@H](C)[C@H](OC)CN(C)C(=O)c3cc(C#N)ccc3OC[C@@H]1O2 | -0.8
78 | O=C(NCC[C@@H]1CC[C@H](NC(=O)C2CC2)[C@H](CO)O1)Nc1ccc(Cl)cc1 | 0.4
79 | C[C@@H]1CN([C@H](C)CO)C(=O)Cc2cc(NC(=O)C3CC3)ccc2O[C@@H]1CN(C)S(=O)(=O)c1ccc(Cl)cc1 | 1.1
80 | C[C@@H]1CN([C@@H](C)CO)S(=O)(=O)c2ccc(C#C[C@@H](C)O)cc2O[C@H]1CN(C)C(=O)C1CCCCC1 | 0.9
81 | C[C@@H]1CCCCO[C@H](CN(C)CC2CC2)[C@H](C)CN([C@@H](C)CO)C(=O)c2cc(NC(=O)c3ccccc3)ccc2O1 | -1.5
82 | CNC[C@H]1OCCCC[C@@H](C)Oc2ccc(NC(=O)Nc3c(C)noc3C)cc2C(=O)N([C@H](C)CO)C[C@H]1C | -0.6
83 | O=C1CNC[C@H]2[C@H](c3ccc(C#CC4CCCCC4)cc3)[C@@H](CO)N12 | -0.4
84 | COc1ccccc1NC(=O)N[C@H]1CC[C@@H](CC(=O)N[C@@H](C)c2ccccc2)O[C@@H]1CO | 0.2
